# Bioassay records deposited in PubChem by Sanford-Burnham Center for Chemical Genomics.
# PTK2B oligo ant: Pyk2 (human) oligomerization antagonism. Q14289. Q293 cells, Pyk2 FERM NanoBiT luminescence; active compounds read low. z-score (the deposit names both 25 µM and 10 µM). hit rate 0.83% among 99,000. AID 1347419;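 active = Z-score of -3 or lower, scaled per plate to the spread of control and sample wells; inactive = z-score above -3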;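 note: negative z-score means lost luminescence so less FERM oligomerization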
# Target sequence (Q14289 whole entry, looked up): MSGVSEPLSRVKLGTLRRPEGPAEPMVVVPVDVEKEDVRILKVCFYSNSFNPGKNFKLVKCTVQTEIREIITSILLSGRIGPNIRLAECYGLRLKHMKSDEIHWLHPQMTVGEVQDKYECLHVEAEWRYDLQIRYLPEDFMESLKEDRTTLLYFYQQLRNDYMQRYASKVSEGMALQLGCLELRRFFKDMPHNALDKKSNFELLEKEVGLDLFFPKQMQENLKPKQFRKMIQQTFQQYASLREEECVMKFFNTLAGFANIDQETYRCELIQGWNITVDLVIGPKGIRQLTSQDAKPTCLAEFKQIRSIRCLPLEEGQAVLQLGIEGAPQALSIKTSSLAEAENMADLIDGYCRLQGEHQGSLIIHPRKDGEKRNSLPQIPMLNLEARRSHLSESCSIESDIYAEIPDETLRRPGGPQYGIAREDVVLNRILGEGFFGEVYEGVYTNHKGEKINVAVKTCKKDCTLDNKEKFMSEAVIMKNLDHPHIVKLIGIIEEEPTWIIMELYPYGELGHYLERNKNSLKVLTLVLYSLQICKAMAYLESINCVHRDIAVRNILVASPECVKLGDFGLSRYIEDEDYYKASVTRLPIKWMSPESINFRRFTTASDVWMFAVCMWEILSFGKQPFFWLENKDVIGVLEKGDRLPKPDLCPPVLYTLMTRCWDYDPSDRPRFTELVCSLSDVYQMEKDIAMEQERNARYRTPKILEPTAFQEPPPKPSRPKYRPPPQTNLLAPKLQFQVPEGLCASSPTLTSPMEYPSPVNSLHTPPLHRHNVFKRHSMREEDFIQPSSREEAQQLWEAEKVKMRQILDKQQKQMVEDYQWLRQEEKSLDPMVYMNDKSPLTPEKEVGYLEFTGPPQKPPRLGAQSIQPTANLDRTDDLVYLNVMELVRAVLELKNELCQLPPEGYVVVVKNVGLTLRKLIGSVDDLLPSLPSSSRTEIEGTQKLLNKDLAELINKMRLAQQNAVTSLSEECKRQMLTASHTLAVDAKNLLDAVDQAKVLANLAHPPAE
# Active calls of the source: *. Not all compounds are listed; count on the stated rates, not on these rows.
# Preview:
SMILES,PTK2B oligo ant
COc1ccc(N2CCN(C(=O)CC34CC5CC(CC(C5)C3)C4)CC2)c([N+](=O)[O-])c1,-1.1
Cc1cccc(N2C(=O)CS/C2=N\NC(=O)c2ccc(Br)cc2)c1C,2.8
Cc1nnc(SCC(=O)Nc2nnc(SCc3cccc(Br)c3)s2)s1,1.2
CCCOc1ccc(Cn2ccnc2)cc1[N+](=O)[O-],1.5
S=C(Nc1ccc(Cl)c(Cl)c1)NC1CCN(Cc2ccccc2)CC1,1.3
O=C(CCc1ccccc1)NC(=S)Nc1cccc(Br)c1,1.1
Nc1nonc1C(=O)N/N=C/c1cccc([N+](=O)[O-])c1,0.58
Cc1c(Br)c([N+](=O)[O-])nn1CC(=O)N1CCc2ccccc2C1,0.57
Cc1ccc(S(=O)(=O)NCCC(=O)NCc2ccco2)cc1,-0.34
CC(=O)Oc1c(C)c(=O)n(C)c2ccccc12,1.1
O=C(COc1ccc(C(=O)c2ccccc2)cc1)NC1CCCCC1,-0.46
CC1CC(C)CN(S(=O)(=O)c2ccccc2[N+](=O)[O-])C1 (centres undefined),-0.65
CC(C)c1ccc(OCc2cccc(C(=O)N/N=C/c3cccnc3)c2)cc1,-0.54
CC(=O)N/N=C/c1cc([N+](=O)[O-])ccc1OCCOc1ccccc1,0.93
COC(=O)CNC(c1ccccc1Cl)c1cc(Br)ccc1NS(=O)(=O)c1ccc(C)cc1 (centres undefined),-0.77
Cc1c(Cl)c([N+](=O)[O-])nn1Cc1ccc(C(=O)N/N=C\c2ccccn2)o1,-0.28
CC1(C)CC2CC(C)(CN2S(=O)(=O)c2ccc(C(=O)Nc3cccc(S(=O)(=O)N4CCOCC4)c3)cc2)C1 (centres undefined),-0.34

# Main list (from the top)
SMILES,PTK2B oligo ant
COc1ccc(N2CCN(C(=O)CC34CC5CC(CC(C5)C3)C4)CC2)c([N+](=O)[O-])c1,-1.1
Cc1cccc(N2C(=O)CS/C2=N\NC(=O)c2ccc(Br)cc2)c1C,2.8
Cc1nnc(SCC(=O)Nc2nnc(SCc3cccc(Br)c3)s2)s1,1.2
CCCOc1ccc(Cn2ccnc2)cc1[N+](=O)[O-],1.5
S=C(Nc1ccc(Cl)c(Cl)c1)NC1CCN(Cc2ccccc2)CC1,1.3
O=C(CCc1ccccc1)NC(=S)Nc1cccc(Br)c1,1.1
Nc1nonc1C(=O)N/N=C/c1cccc([N+](=O)[O-])c1,0.58
Cc1c(Br)c([N+](=O)[O-])nn1CC(=O)N1CCc2ccccc2C1,0.57
Cc1ccc(S(=O)(=O)NCCC(=O)NCc2ccco2)cc1,-0.34
CC(=O)Oc1c(C)c(=O)n(C)c2ccccc12,1.1
O=C(COc1ccc(C(=O)c2ccccc2)cc1)NC1CCCCC1,-0.46
CC1CC(C)CN(S(=O)(=O)c2ccccc2[N+](=O)[O-])C1 (centres undefined),-0.65
CC(C)c1ccc(OCc2cccc(C(=O)N/N=C/c3cccnc3)c2)cc1,-0.54
CC(=O)N/N=C/c1cc([N+](=O)[O-])ccc1OCCOc1ccccc1,0.93
COC(=O)CNC(c1ccccc1Cl)c1cc(Br)ccc1NS(=O)(=O)c1ccc(C)cc1 (centres undefined),-0.77
Cc1c(Cl)c([N+](=O)[O-])nn1Cc1ccc(C(=O)N/N=C\c2ccccn2)o1,-0.28
CC1(C)CC2CC(C)(CN2S(=O)(=O)c2ccc(C(=O)Nc3cccc(S(=O)(=O)N4CCOCC4)c3)cc2)C1 (centres undefined),-0.34
COc1ccc(CN2CCN(C(=O)c3cc(OC)c(OC)c(OC)c3)CC2)cc1OC,1.1
Cc1c(Cl)c(-c2n[nH]c(=S)n2CC(C)C)nn1C,0.28
CC(C)(C)C1CCc2c(sc(NC(=O)c3ccco3)c2C(N)=O)C1 (centres undefined),-1
Cc1ccsc1/C=N/NC(=O)c1ccccn1,0.3
CCCCc1ccc(C2C3=C(CC(C)(C)CC3=O)NC3=C2C(=O)c2ccccc23)cc1 (centres undefined),-1.5
CN(C)c1c(N)[nH]c2c(c1=O)c(=O)n(C)c(=O)n2C,0.26
COc1cccc(N/C=C/C(=O)c2ccc(Cl)cc2)c1,-0.08
COc1ccc(C2N(c3ccccc3)C(=S)N3CCCN23)cc1 (centres undefined),1.2
O=[N+]([O-])c1cc(C(F)(F)F)cc([N+](=O)[O-])c1NCCCNc1ccc([N+](=O)[O-])c2cccnc12,-0.88
Cc1cc(N2C(=O)NC(=O)CC2C)c(C)cc1C(C)C (centres undefined),-0.86
CCOc1ccc(/C=C(\C#N)C(=O)NCC2CCCO2)cc1OCC (centres undefined),-0.14
COc1ccccc1N1CCN(Cc2ccc(OC)c3ccccc23)CC1,0.3
O=C1c2ccccc2NC(c2ccc(O)cc2)N1/N=C/c1ccc(O)cc1 (centres undefined),0.11
O=C(N/N=C/c1c(F)c(F)c(F)c(F)c1F)c1ccc(Cn2cc(Br)cn2)o1,-0.14
CN(Cc1ccccc1)C(=O)COc1ccc(-c2nnco2)cc1,0.28
CCCCN(CCCC)C(=O)c1cc(Cl)ccc1[N+](=O)[O-],-0.09
COCCn1c(=NC(=O)c2ccc(S(=O)(=O)N3CCc4ccccc4C3)cc2)sc2cc(OC)ccc21,0.49
Cc1ccc2[nH]c(=O)c(C3=NN(C(=O)CCC(=O)O)C(c4cccs4)C3)c(-c3ccccc3)c2c1 (centres undefined),1
CCOC(=O)C1=C(c2ccccc2)N=c2s/c(=C\c3ccco3)c(=O)n2C1c1cccs1 (centres undefined),-0.33
CCOc1ccc(-c2csc(/C(C#N)=C\c3ccc(O)c([N+](=O)[O-])c3)n2)cc1,-2.9
Cc1cc(C)cc(N2CN=C3SCC(=O)N3C2)c1,1.4
COc1ccc(Br)cc1/C=N/NC(=O)C(c1ccncc1)N1CCOCC1 (centres undefined),0.98
O=C(COc1ccccc1)Nn1c(-c2ccccc2)nc2ccccc2c1=O,-0.41
CC(=O)c1ccc(Oc2ncnc3sccc23)c(CN2CCOCC2)c1,-0.96
Cc1cc(C)[n+]2n1C(=O)C(c1ccccc1)=C2[O-],-0.12
Cc1ccc(NC(=O)CSc2nc(N)c3cc4c(nc3n2)CCCC4)cc1,0.1
Cc1[nH]c2ccccc2c1C(=O)CSC(=S)N(C)C1CCCCC1,-0.01
Cc1ccc(-n2c(C)cc(C(=O)COc3c(CO)cc(F)cc3CO)c2C)cc1C,-0.98
Cc1cc(C)cc(C(=O)NN2CCOCC2)c1,0.33
CCCN(CCC)S(=O)(=O)c1ccc(N2CCCC2=O)c([N+](=O)[O-])c1,0.59
CC1=CC2(O)OCCN(CCO)C2=CC1=O (centres undefined),-0.24
O=c1[nH]cnc2sc3c(c12)CCN(Cc1ccccc1)C3,-0.8
Cn1cnnc1SCc1ccc(C(=O)N=Nc2c(O)n(C)c3ccccc23)cc1,-0.2
CC(C(=O)N1c2ccccc2CCc2ccccc21)n1nnc(-c2ccc(N(C)C)cc2)n1 (centres undefined),-0.69
CCOC(=O)CNS(=O)(=O)c1ccc(C)cc1,0.03
COC(=O)c1c(-n2c(C)cc(C=O)c2C)sc2c1CCCC2,0.66
C=C(C)CN=C1SC(C(=O)Nc2sc3c(c2C(=O)OC)CCC3)C(N)=C1C(N)=O (centres undefined),-0.1
Cc1ccc(-n2nc3c(=O)n(CC(=O)c4ccc(F)cc4)nc(C)c3c2C)cc1,-0.77
O=C1/C(=C/c2ccc(C(=O)O)cc2)CCC/C1=C\c1ccc(C(=O)O)cc1,1.4
CSCCC(NC(=O)COc1ccccc1)C(=O)Nc1ccc(C)cc1 (centres undefined),0.49
CCOc1cc(Cl)c(NC(=O)c2ccco2)cc1OCC,2.7
CCOc1ccc(-c2c(C(=O)N/N=C/c3ccc(OC)cc3)nnn2-c2nonc2N)cc1,1.3
COc1cc(/C=N/N=C(/C(=O)c2ccccc2)c2ccccc2)cc(OC)c1O,-0.76
# (further entries)
SMILES,PTK2B oligo ant
CCc1c(C(=O)NNC(=S)NCCc2ccccc2)csc1C,1.8
COc1ccc(N2CCN(C(=S)NCCc3ccccc3)CC2)cc1,-0.33
Cc1n[nH]c(=S)n1/N=C/c1ccccc1,0.02
CCNC(=O)c1cc2ccccc2o1,0.31
O=C(N/N=C/c1cccc(Cl)c1Cl)Nc1ccccc1,0.62
Cc1scc(C(=O)N/N=C/c2ccsc2)c1C,0.43
CC(=O)n1cc(/C=C2/N=C(c3ccccc3)OC2=O)c2ccccc21,0.18
COC(=O)N/N=C/c1cn(CCCOc2ccc(C)cc2)c2ccccc12,-1.3
CC(=O)N1CCc2cc(S(=O)(=O)NC3CCCc4ccccc43)ccc21 (centres undefined),1.7
Cc1cccc(NC(=O)c2onc3c2CCCC3)n1,0.61
CCCCCCCC(=O)NN=C1CCN(Cc2ccccc2)CC1,0.1
CCN(CC)S(=O)(=O)c1cc(NC(=O)C(C)OC(=O)c2[nH]c(C)c(C(C)=O)c2C)ccc1C (centres undefined),-0.46
CCCC(c1nnnn1CCOC)N1CCN(Cc2ccccc2)CC1 (centres undefined),0.85
CCCCN(CCCC)S(=O)(=O)c1ccc(N2CCCC2=O)c([N+](=O)[O-])c1,-0.09
Cc1ccc(CNC(=O)N[C@@H](Cc2ccccc2)C(=O)O)cc1,-0.13
Cc1ccccc1C(=O)Oc1cccc(Nc2ncnc3ccccc23)c1,0.54
O=S(=O)(NCCOc1ccccc1Cl)c1ccc2oc3ccccc3c2c1,-1.4
CCCCCCCCC(=O)N/N=C(\C)c1ccco1,1.2
Cc1ccc(C(C)NC(=O)Cn2nc(C)c([N+](=O)[O-])c2C)cc1 (centres undefined),0.63
Cc1c(C#N)c(N)nc2c3c(sc12)NC(=O)CC3c1ccccc1 (centres undefined),-0.38
c1ccc(C2c3c(ccc4ccccc34)Oc3ncn4nc(-c5ccco5)nc4c32)cc1 (centres undefined),-0.54
Cc1ccc(-c2nnc(Sc3nc4ccccc4o3)c3ccccc23)cc1,0.47
Cc1occc1-c1nnc(SCC(=O)NC2CCCC2)n1-c1ccccc1,0.21
C(#Cc1ccccc1)C[N+]1(CC#Cc2ccccc2)CCCC1,0.25
COc1ccc(NC(=O)/C=C/c2ccccc2)cn1,0.15
Cc1cc(C)nc(N/N=C/c2ccccc2)n1,0
C#CC(CC)(CC)NC(=S)Nc1cccc(C(C)=O)c1,0.19
C=CCN1C(=O)/C(=C/c2ccccc2)S/C1=N/c1nccs1,1.1
O=C(O)/C=C/C(=O)Nc1ccccc1SC(F)(F)F,-0.12
COCCCN1CCN(C2Cc3ccccc3Sc3ccc(Cl)cc32)CC1 (centres undefined),-0.59
COc1ccc(C(=O)/C=C/C(=O)N(Cc2ccc(F)cc2)C(C(=O)NC2CCCCC2)c2ccncc2)c(O)c1 (centres undefined),0.21
COc1cccc(N/C(C)=C/C(=O)c2ccc(Br)cc2)c1,-0.36
CCOC(=O)c1c(NC(=O)C(=O)N/N=C/c2ccc(OCC)cc2)sc2c1CCCCC2,1
COc1ccc(-c2c(O)c(C#N)c(-c3ccccc3)n(-c3ccc(OC)cc3)c2=O)cc1,-1.8
Cc1cc2cc(C)c3nnc(SCC(=O)N4CCN(C(=O)c5ccco5)CC4)n3c2cc1C,-0.95
Cc1nn(-c2ccccc2)c(Cl)c1CN(C(=O)CCl)c1ccc(Cl)cc1,-1.5
Cc1cc(C(=O)N/N=C/c2cccs2)no1,-1.4
CCn1c(CCNC(=O)c2cccs2)n[nH]c1=S,0.71
Cn1cccc1/C=N/N1CCN(c2ccccn2)CC1,1.4
CCNC(=O)NC(=O)C(C)OC(=O)c1oc2ccccc2c1CSC1CCCCC1 (centres undefined),0.68
O=S(=O)(c1ccccc1)c1nc(NCc2ccccc2)sc1Cl,-0.98
CN(CC#CC1(O)c2ccccc2-c2ccccc21)Cc1ccccc1,3.3
Cc1ccc(C)c(S(=O)(=O)N2CCN(CC(=O)Nc3ccc4c(c3)CCC4)CC2)c1,-0.64
COc1cc2c(cc1NC(=O)/C=C/c1ccc([N+](=O)[O-])cc1)oc1ccccc12,0.85
O=C(NNS(=O)(=O)c1ccc([N+](=O)[O-])cc1)c1cnn(-c2ccccc2)c1-n1cccc1,0.12
CCOC(=O)c1cc(C#N)c(N2CCCCC2)nc1-c1ccccc1,-1.3
COc1ccc(-c2nnn(CC(=O)N(Cc3ccc(F)cc3)C(C(=O)NC3CCCC3)c3ccc(F)cc3)n2)cc1 (centres undefined),0.07
O=c1oc2ccccc2c(NC(c2ccccc2)c2ccccc2)c1[N+](=O)[O-],-0.51
CC(OC(=O)c1ccccc1Nc1ccc(SC(F)F)cc1)C(N)=O (centres undefined),-0.82
NNC(=O)Cn1c(COc2ccc(Cl)cc2)nc2ccccc21,1.6
O=C(N/N=C/c1ccccn1)c1cc(-c2ccc(Cl)cc2)nc2ccccc12,-2.2
Cc1ccc(NC(=O)/C(C#N)=C/c2ccsc2)c(C)c1,-0.21
Cc1ccc2nc(-c3cccnc3)c(NC3CCCC3)n2c1,0.15
Cc1ccc(OCCCCN2CCC(C)CC2)c(Br)c1,1.1
Cn1cnnc1SCc1ccc(C(=O)N=Nc2c(O)n(Cc3ccc(Cl)cc3)c3ccccc23)cc1,-1.3
COC(=O)C1=NNC2(c3ccc(C)cc3)C(=O)N(c3cccc(C)c3C)C(=O)C12 (centres undefined),-0.49
CC(C)CCn1c(O)c(N=Nc2ccccn2)c2ccccc21,-1.3
CCc1ccc2c(CN3CCc4cc(OC)c(OC)cc4C3)cc(=O)oc2c1,0.2
Cc1nn(S(=O)(=O)c2ccc(Cl)cc2)c(C)c1Sc1ccc([N+](=O)[O-])cc1,0.1
FC(F)(F)c1ccc(N2CCN(Cc3ccc4c(c3)OCO4)CC2)nc1,-0.46
# (cont.)
SMILES,PTK2B oligo ant
Cn1c(N)c(C(=O)CSc2ccccn2)c(=O)n(C)c1=O,-0.52
NNc1nc(-c2ccccc2Cl)nc2sc3c(c12)CCCC3,-0.69
CCn1c(SCc2ccccc2Cl)nc2nc3c(cc2c1=O)CCCC3,-1.1
CC(C)(C)c1ccc(-c2nc(-c3ccncc3)no2)cc1,0.73
